From PubChem BioAssay
DAGLB inh: diacylglycerol lipase beta (human) inhibition | Q8NCG7 | inhibition, % at 5.17 µM | hit rate 0.059% among 340,000 | HEK293T DAGLB membrane lysate, EnzChek fluorogenic substrate | AID 504411; in the data active means inhibition above about 34%;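 further: 0% = enzyme with vehicle and 100% = wells lacking enzyme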
Pemphigus Ab inh: inhibitors of pemphigus antibody binding to human desmoglein-3 | DSG3-coupled beads, scFv-anti-DSG3-GFP binding, flow cytometry; hits give low values | hit rate 0.48% among 310,000 | P32926 | binding (percent of control), % at 10 µM | AID 588358;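 active means binding more than 3 SD below its plate's average and above zero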;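 further: hits lower antibody fragment binding to DSG3; some compounds called inactive have numbers as strong as hits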
Target sequence (P32926 whole entry, looked up, the tested form may be a part): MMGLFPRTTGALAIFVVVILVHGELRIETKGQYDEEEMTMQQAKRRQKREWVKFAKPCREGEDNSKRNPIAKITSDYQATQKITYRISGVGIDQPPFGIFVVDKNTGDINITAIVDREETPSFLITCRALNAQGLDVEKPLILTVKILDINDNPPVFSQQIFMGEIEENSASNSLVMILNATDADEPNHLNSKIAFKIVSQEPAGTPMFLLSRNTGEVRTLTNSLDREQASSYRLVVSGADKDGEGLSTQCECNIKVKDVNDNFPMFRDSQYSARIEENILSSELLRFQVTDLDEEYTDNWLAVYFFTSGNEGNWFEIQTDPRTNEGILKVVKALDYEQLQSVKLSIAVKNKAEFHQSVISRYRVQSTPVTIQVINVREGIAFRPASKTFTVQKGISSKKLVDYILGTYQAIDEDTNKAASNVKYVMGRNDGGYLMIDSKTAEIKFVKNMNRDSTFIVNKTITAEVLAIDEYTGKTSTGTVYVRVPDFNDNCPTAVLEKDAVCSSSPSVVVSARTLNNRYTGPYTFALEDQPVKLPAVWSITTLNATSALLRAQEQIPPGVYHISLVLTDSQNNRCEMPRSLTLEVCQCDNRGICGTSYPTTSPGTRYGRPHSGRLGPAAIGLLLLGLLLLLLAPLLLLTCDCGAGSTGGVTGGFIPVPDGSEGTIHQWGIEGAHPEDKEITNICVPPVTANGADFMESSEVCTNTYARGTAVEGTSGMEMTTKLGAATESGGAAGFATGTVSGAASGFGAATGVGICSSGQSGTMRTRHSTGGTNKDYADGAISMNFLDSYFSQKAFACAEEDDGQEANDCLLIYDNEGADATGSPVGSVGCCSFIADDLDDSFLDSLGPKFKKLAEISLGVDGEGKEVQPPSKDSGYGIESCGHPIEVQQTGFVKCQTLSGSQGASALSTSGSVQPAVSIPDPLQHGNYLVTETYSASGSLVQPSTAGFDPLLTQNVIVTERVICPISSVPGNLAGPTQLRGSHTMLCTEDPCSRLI
Keap1-Nrf2 PPI: Keap1-Nrf2 (human) interaction inhibition; Keap1 Kelch-Nrf2 peptide fluorescence polarization, 1536-well; inhibition, % at 9.4 µM; AID 504523; hit rate 0.15% among 340,000; in the data active means inhibition above about 12%;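 further: human Keap1 Kelch domain with fluorescein labeled Nrf2 9mer peptide probe; 0% = neutral control wells and 100% = peptide positive control; higher means more block of Keap1 binding to Nrf2 peptide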
LANA DNA inh: inhibitors of KSHV LANA C-terminal domain DNA binding | MBP-C-LANA/FAM-LBS DNA binding, fluorescence polarization | inhibition, % at 9 µM | hit rate 0.078% among 340,000;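 active means highest replicate inhibition at or above 60% at 9 µM, even if other replicates fall short; inactive means all replicates below 60% inhibition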;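 further: 0% = neutral control wells and 100% = 4 µM acridine orange control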
NSD2 inh: inhibitors of human histone methyltransferase NSD2. O96028. AID 743445. hit rate 0.54% among 310,000. inhibition, % at 12.5 µM. NSD2 peptide methylation, AlphaScreen, 120 min; in the data active means inhibition above about 50%
Cardiac RTF inh: cardiac RTF calcium desensitization | hit rate 0.12% among 340,000 | AID 493244 | IANBD-labeled cardiac RTF, Ca2+ fluorescence | inhibition, % at 7.15 µM;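 active means inhibition above the mean inhibition of all tested compounds plus 3 SD, cut at about 17% in these data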;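 further: assay run at fixed EC70 calcium of 1.6 mM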
Arrestin-AP2 inh: inhibitors of human beta-arrestin and AP2 interaction; FITC-arrestin peptide / GST-AP2 beads, flow cytometry; AP2 beta2 appendage carries R879A mutation; hit rate 0.31% among 340,000; AID 504490; inhibition, % at 10 µM;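 active means inhibition above a set limit, near 3 SD of compounds lacking own fluorescence, cut at about 54% in these data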;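 further: plate controls were DMSO wells for no effect and 5 µM unlabelled arrestin peptide for full effect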
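System: GST-AP2 R879A glutathione beads | Also added: FITC-arrestin peptide, 50 nM | Times: 12 min plus 1 h, RT | Signal: Bead flow cytometry, FITC channel | Buffer or medium: PBS with 0.05% Tween 20 and 0.1% BSA | Read-out basis: Percent drop in bead-associated FITC signal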
CAL PDZ FP-1: CAL PDZ (human) peptide binding inhibition; Q9HD26; purified CAL PDZ, TMR-peptide fluorescence polarization, 1 h; inhibition, % at 24.9 µM; hit rate 0.92% among 300,000; AID 602252;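 active means mean inhibition of at least 30% with at least half of replicates also reaching 30%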;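 further: 0% = DMSO neutral control and 100% = excess unlabeled competitor peptide PRC23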
CAL PDZ FP-2: blocks peptide binding to human CAL PDZ domain | Q9HD26 | purified CAL PDZ, TMR-peptide fluorescence polarization, 1 h | inhibition, % at 20 µM | hit rate 0.02% among 330,000 | AID 504414;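 active means highest replicate inhibition of at least 40%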;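 further: plate controls were DMSO neutral control wells for no effect and unlabeled competitor peptide control wells for full effect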
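material = purified tagged CAL PDZ domain construct (CerCALP) | buffer or medium = sodium phosphate/NaCl buffer pH 7.4 with TCEP, IgG, Thesit | reagent = TMR-labelled reporter peptide T*-PRC34 bound in PDZ groove | incubation = 1 h room-temperature incubation prior to read | measured by = fluorescence polarization (mP) | evaluation = percent inhibition from loss of millipolarization | control set = unlabelled peptide and DMSO controls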
V-ATPase pH: regulators of yeast V-ATPase proton transport; S. cerevisiae, pHLuorin cytosolic pH fluorescence; response, % at 10 µM; hit rate 0.37% among 350,000; AID 504577; in the data active means response mostly above about 7.3%, no sharp cut-off; inactive means mostly below about 5.4%; further: actives read high; inactives centre near 0; some compounds called inactive have numbers as strong as hits
Active calls of the source: *. An excerpt; the hit share may differ from the screen's.

`CCOC(=O)c1cnc2c(-c3ccc(F)cc3)cnn2c1C(F)(F)F` gave DAGLB inh -1, Pemphigus Ab inh 114, Keap1-Nrf2 PPI -2, LANA DNA inh 0.1, Cardiac RTF inh 7, Arrestin-AP2 inh 19, CAL PDZ FP-1 3, CAL PDZ FP-2 -1.7 and V-ATPase pH 6.
For O=C(NC(Cc1c[nH]c2ccccc12)C(=O)Nc1ccc(OC(F)(F)F)cc1)c1cccs1 (configuration not stated) the results were DAGLB inh 2, Pemphigus Ab inh 95, Keap1-Nrf2 PPI -2, LANA DNA inh -0.5, NSD2 inh -3, Cardiac RTF inh 1, Arrestin-AP2 inh 1, CAL PDZ FP-1 -3, CAL PDZ FP-2 -1.8 and V-ATPase pH -1.
For CC(C)n1c(SCC(=O)NC2CC2)nnc1-c1ccco1 the results were DAGLB inh 0, Keap1-Nrf2 PPI -2, LANA DNA inh -0.7, NSD2 inh 0, Cardiac RTF inh -1, Arrestin-AP2 inh -7, CAL PDZ FP-1 -2, CAL PDZ FP-2 -1.2 and V-ATPase pH 3.
Screening CN(CC(=O)NCCc1ccccn1)S(=O)(=O)c1ccc(Cl)cc1 returned DAGLB inh 0, Pemphigus Ab inh 100, Keap1-Nrf2 PPI -5, LANA DNA inh -1.3, NSD2 inh -5, Cardiac RTF inh -12, Arrestin-AP2 inh 0, CAL PDZ FP-1 9, CAL PDZ FP-2 0.0 and V-ATPase pH 6.
For Cc1cc(N2CCOCC2)cc(C)[n+]1[O-] the results were DAGLB inh -2, Pemphigus Ab inh 94, Keap1-Nrf2 PPI -1, LANA DNA inh 0.8, NSD2 inh 0, Cardiac RTF inh -4, Arrestin-AP2 inh 28, CAL PDZ FP-1 0, CAL PDZ FP-2 -0.5 and V-ATPase pH 1.
For CN(Cc1c(F)cccc1Cl)C(=O)CNC(=O)c1sc2ccccc2c1Cl the results were DAGLB inh -5, Pemphigus Ab inh 108, Keap1-Nrf2 PPI -8, LANA DNA inh 1.4, NSD2 inh -4, Cardiac RTF inh 6, Arrestin-AP2 inh -13, CAL PDZ FP-1 0, CAL PDZ FP-2 -1.2 and V-ATPase pH 3.
For O=C(Nc1nccs1)c1ccc2ccccc2n1 the results were DAGLB inh -3, Pemphigus Ab inh 99, Keap1-Nrf2 PPI -3, LANA DNA inh 1.8, NSD2 inh 0, Cardiac RTF inh -3, Arrestin-AP2 inh -1, CAL PDZ FP-1 35*, CAL PDZ FP-2 -2.4 and V-ATPase pH 5.
Screening COc1ccc(Cl)c(Cn2c(NCc3ccco3)nc3c2c(=O)n(C)c(=O)n3C)c1 returned DAGLB inh 1, Pemphigus Ab inh 84, Keap1-Nrf2 PPI -5, LANA DNA inh 0.5, NSD2 inh 5, Cardiac RTF inh -6, Arrestin-AP2 inh -12, CAL PDZ FP-1 -6, CAL PDZ FP-2 0.2 and V-ATPase pH -2.
For CC1Cc2cc(-c3csc(N)n3)ccc2O1 (configuration not stated) the results were DAGLB inh -1, Pemphigus Ab inh 118, Keap1-Nrf2 PPI -3, LANA DNA inh -1.2, NSD2 inh 6, Cardiac RTF inh -14, Arrestin-AP2 inh 3, CAL PDZ FP-1 -2, CAL PDZ FP-2 -0.4 and V-ATPase pH 9.
For O=C(O)CSc1nnc(COc2ccc(Br)cc2)n1-c1ccccc1 the results were DAGLB inh 2, Pemphigus Ab inh 97, Keap1-Nrf2 PPI -4, LANA DNA inh 0.3, NSD2 inh 30, Cardiac RTF inh 10, Arrestin-AP2 inh 51, CAL PDZ FP-1 -1 and V-ATPase pH 0.
`CCn1c(SCc2ccccc2)nnc1C1CCN(S(=O)(=O)c2ccc(OC)cc2)CC1` gave DAGLB inh 1, Keap1-Nrf2 PPI 2, LANA DNA inh 0.3, Cardiac RTF inh -8, Arrestin-AP2 inh 7, CAL PDZ FP-1 -4, CAL PDZ FP-2 -0.7 and V-ATPase pH 0.
CCOC(=O)c1oc2ccccc2c1CN1CCCCC1 was read as DAGLB inh 0, Pemphigus Ab inh 98, Keap1-Nrf2 PPI 2, LANA DNA inh 1.0, NSD2 inh 2, Cardiac RTF inh 9, Arrestin-AP2 inh 28, CAL PDZ FP-1 -4, CAL PDZ FP-2 -1.6 and V-ATPase pH -3.
For COc1ccccc1-c1nn2c(C3COc4ccccc4O3)nnc2s1 (configuration not stated) the results were DAGLB inh -9, Keap1-Nrf2 PPI -10, LANA DNA inh -0.2, NSD2 inh 1, Cardiac RTF inh -8, Arrestin-AP2 inh 2, CAL PDZ FP-1 1, CAL PDZ FP-2 -6.1 and V-ATPase pH 0.
O=C(Nc1ccc2nc[nH]c2c1)c1ccco1 was read as DAGLB inh 3, Pemphigus Ab inh 62, Keap1-Nrf2 PPI -4, LANA DNA inh -0.5, NSD2 inh -4, Cardiac RTF inh -1, Arrestin-AP2 inh 3, CAL PDZ FP-1 1, CAL PDZ FP-2 -0.7 and V-ATPase pH 8.
Cc1cccc(C)c1NC(=O)NS(=O)(=O)c1ccccc1 was read as DAGLB inh -7, Pemphigus Ab inh 102, NSD2 inh -2 and V-ATPase pH 3.
Screening Fc1ccc(CN2CCN(c3ncnc4scc(-c5ccccc5)c34)CC2)cc1 returned DAGLB inh -14, Pemphigus Ab inh 104, Keap1-Nrf2 PPI -1, LANA DNA inh -0.6, NSD2 inh 4, Cardiac RTF inh -14, Arrestin-AP2 inh 23, CAL PDZ FP-1 -1, CAL PDZ FP-2 -1.4 and V-ATPase pH 6.
Screening CCOC(=O)N1CCN(C(=O)COC(=O)c2cc(C)ccc2C)CC1 returned DAGLB inh -1, Pemphigus Ab inh 93, Keap1-Nrf2 PPI -2, LANA DNA inh -1.5, NSD2 inh 11, Cardiac RTF inh 4, Arrestin-AP2 inh 28, CAL PDZ FP-1 -4, CAL PDZ FP-2 -0.2 and V-ATPase pH -1.
`COc1cc(C(=O)ONC(=O)c2ccc(OC(F)F)cc2)cc(OC)c1OC` gave DAGLB inh -1, Pemphigus Ab inh 104, Keap1-Nrf2 PPI -1, LANA DNA inh -0.8, NSD2 inh 13, Cardiac RTF inh -16, Arrestin-AP2 inh 9, CAL PDZ FP-1 -6, CAL PDZ FP-2 0.1 and V-ATPase pH 0.
Screening COC(=O)C1=C(C)N(Cc2ccccc2)C(=NCc2ccc(OC)cc2)N[C@H]1c1ccccc1 returned DAGLB inh -1, Pemphigus Ab inh 139, Keap1-Nrf2 PPI -8, LANA DNA inh -1.1, Cardiac RTF inh 9, Arrestin-AP2 inh 3, CAL PDZ FP-1 -3, CAL PDZ FP-2 -0.9 and V-ATPase pH -6.
Screening Cc1nc(SC2CC(=O)N(c3ccccc3)C2=O)nc2c1CCCC2 (configuration not stated) returned DAGLB inh -1, Pemphigus Ab inh 100, Keap1-Nrf2 PPI 0, LANA DNA inh -1.0, NSD2 inh -4, Cardiac RTF inh -6, Arrestin-AP2 inh 4, CAL PDZ FP-1 -1, CAL PDZ FP-2 -0.5 and V-ATPase pH 1.
`CN(c1ccccc1)S(=O)(=O)c1nnc(NC(=O)COc2ccccc2F)s1` gave DAGLB inh 9, Pemphigus Ab inh 96, Keap1-Nrf2 PPI 0, LANA DNA inh 0.9, NSD2 inh -2, Cardiac RTF inh -3, Arrestin-AP2 inh -5, CAL PDZ FP-1 4, CAL PDZ FP-2 -0.9 and V-ATPase pH -1.
Screening CCN1CN(Cc2ccccc2)CNC1=S returned DAGLB inh 1, Pemphigus Ab inh 103, Keap1-Nrf2 PPI -2, LANA DNA inh -1.1, NSD2 inh 0, Cardiac RTF inh 6, Arrestin-AP2 inh -2, CAL PDZ FP-1 -2, CAL PDZ FP-2 -0.4 and V-ATPase pH 6.
`CC(C)Nc1nc(NC(C)C)nc(N(C)C(N)=O)n1` gave DAGLB inh 0, Pemphigus Ab inh 103, Keap1-Nrf2 PPI 0, LANA DNA inh 0.1, NSD2 inh -2, Cardiac RTF inh -6, Arrestin-AP2 inh 2, CAL PDZ FP-2 -0.1 and V-ATPase pH 5.
Screening S=C(NCCc1ccccc1)Nc1ccc(Cl)cc1 returned DAGLB inh -17, Keap1-Nrf2 PPI -5, LANA DNA inh 0.9, NSD2 inh -1, Cardiac RTF inh -9, Arrestin-AP2 inh -3, CAL PDZ FP-1 0, CAL PDZ FP-2 -0.5 and V-ATPase pH 6.
Screening O=C(C1COc2ccccc2O1)N1CCN(c2nc3ccccc3s2)CC1 (configuration not stated) returned DAGLB inh -7, Pemphigus Ab inh 110, Keap1-Nrf2 PPI -4, LANA DNA inh 0.5, NSD2 inh 0, Cardiac RTF inh -2, Arrestin-AP2 inh 13, CAL PDZ FP-1 -3, CAL PDZ FP-2 -1.7 and V-ATPase pH 2.
For COc1ccccc1Nc1nc(-c2ccccc2)nc2ccccc12 the results were DAGLB inh -9, Pemphigus Ab inh 108, Keap1-Nrf2 PPI -5, LANA DNA inh 0.3, NSD2 inh -6, Cardiac RTF inh 2, Arrestin-AP2 inh 5, CAL PDZ FP-1 -1, CAL PDZ FP-2 -2.5 and V-ATPase pH 2.
CCCc1cc(C(=O)N/N=C/c2ccc(CC)s2)c2ccccc2n1 was read as DAGLB inh -2, Pemphigus Ab inh 101, Keap1-Nrf2 PPI -1, LANA DNA inh -0.5, NSD2 inh 1, Cardiac RTF inh 9, Arrestin-AP2 inh 22, CAL PDZ FP-1 4, CAL PDZ FP-2 -2.0 and V-ATPase pH 4.
Cc1ccc(CN2CCNC(=O)C2CC(=O)N2CCN(c3ncccn3)CC2)o1 (configuration not stated) was read as DAGLB inh 0, Pemphigus Ab inh 111, Keap1-Nrf2 PPI -1, LANA DNA inh 0.8, Cardiac RTF inh -2, Arrestin-AP2 inh 16, CAL PDZ FP-1 1, CAL PDZ FP-2 -0.3 and V-ATPase pH -1.
CS(=O)(=O)N(CC(=O)N1CCCCCC1)c1ccc(Br)cc1 was read as DAGLB inh -2, Pemphigus Ab inh 99, Keap1-Nrf2 PPI -1, LANA DNA inh -1.6, NSD2 inh -1, Cardiac RTF inh -1, Arrestin-AP2 inh 0, CAL PDZ FP-1 -4, CAL PDZ FP-2 -2.7 and V-ATPase pH -1.
For COc1cc2c(cc1OC)/C(=C/C(=O)c1ccc(C)cc1)NCC2 the results were DAGLB inh -5, Pemphigus Ab inh 106, Keap1-Nrf2 PPI 0, LANA DNA inh 0.8, NSD2 inh 23, Cardiac RTF inh -2, Arrestin-AP2 inh 5, CAL PDZ FP-1 8 and V-ATPase pH 1.
O=C(c1ccco1)N1CCN(S(=O)(=O)c2cccs2)CC1 was read as DAGLB inh -3, Pemphigus Ab inh 99, Keap1-Nrf2 PPI -4, LANA DNA inh 2.3, NSD2 inh -1, Cardiac RTF inh 1, Arrestin-AP2 inh 4, CAL PDZ FP-1 -3, CAL PDZ FP-2 -0.6 and V-ATPase pH 0.
